High-throughput results deposited in PubChem BioAssay by The Scripps Research Institute Molecular Screening Center.
OXTR potentiate: potentiates the human oxytocin receptor response; P30559; CHO-OTR cells, Fluo-8 calcium fluorescence, potentiator mode; 0% = oxytocin EC15, 100% = EC100; activation, % at 3 µM; 320,000 compounds, 0.061% hits;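 active = activation above that plate's cutoff, the mean activation of tested compounds plus 3 SD, cut at about 6.6% in these data, passing the limit was not always enough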;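 also: 100% uses oxytocin at 75 nM as the full agonist control; some results filed as inactive read as strong as hits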
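Measured by – Fluo-8 calcium dye fluorescence · Test system – human OTR in CHO cells · Dosing – one concentration, 3.0 µM compound · Controls – EC15 oxytocin alone as 0%, 75 nM oxytocin as 100% · Evaluation – normalized max/min fluorescence ratio, % activation · Timing – 6 min pre-incubation, 100 s read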
OXTR ag: agonists of human oxytocin receptor. CHO-OTR cells, Fluo-8 calcium fluorescence; normalized: DMSO 0%, oxytocin 100%. activation, % at 3 µM. 320,000 compounds, 0.32% hits;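 active = activation above the mean of all tested compounds plus 3 SD, cutoff set per screening run, cut at about 20% in these data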;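 also: peak over basal fluorescence ratio from a 100 s FLIPR kinetic read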
CHO-K1 Ca antag: nonselective inhibitor or artifact in parental CHO-K1 cells. ATP-induced calcium, Fluo-8 fluorescence. inhibition, % at 3 µM. 360,000 compounds, 0.6% hits;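 active = inhibition above a per-plate cutoff, the plate's mean sample inhibition plus 3 SD, cut at about 24% in these data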;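 also: 0% = DMSO plus EC80 ATP and 100% = DMSO alone without ATP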
CHO-K1 Ca PAM: nonselective activator or artifact in parental CHO-K1 calcium assay; ATP EC20, Fluo-8 calcium fluorescence; 0% at ATP EC20, 100% at ATP max; 360,000 compounds, 0.02% hits; activation, % at 3 µM;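 active = activation above the run cutoff, the mean activation of all test compounds plus 3 SD, cut at about 40% in these data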;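 also: peak over basal fluorescence ratio in a 140 s read after ATP addition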
TAAR1 antagonist: human TAAR1 antagonism; CHO RD-HGA16 TAAR1, Fluo-8 calcium fluorescence, antagonist; 360,000 compounds, 1.5% hits; Q96RJ0; inhibition, % at 3 µM;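 active = inhibition above a per-plate cutoff, the mean inhibition of test compounds on that plate plus 3 SD, cut at about 49% in these data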;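 also: 0% = DMSO plus EC80 beta-PEA response and 100% = DMSO alone without agonist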
Target sequence (Q96RJ0 whole entry, looked up): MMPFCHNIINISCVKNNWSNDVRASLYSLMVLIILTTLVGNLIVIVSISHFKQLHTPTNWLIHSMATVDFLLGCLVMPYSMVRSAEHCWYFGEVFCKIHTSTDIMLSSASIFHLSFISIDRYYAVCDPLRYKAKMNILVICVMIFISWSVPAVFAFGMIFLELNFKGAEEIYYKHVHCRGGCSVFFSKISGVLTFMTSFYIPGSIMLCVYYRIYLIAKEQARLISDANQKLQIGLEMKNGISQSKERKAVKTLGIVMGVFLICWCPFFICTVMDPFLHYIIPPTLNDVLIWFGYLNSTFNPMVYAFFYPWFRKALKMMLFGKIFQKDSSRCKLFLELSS
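Test system – hTAAR1-expressing CHO RD-HGA16 cells, Gα16-coupled · Reagent – β-PEA at EC80 concentration, post-compound challenge · Compound dosing – 3 µM, single point · Timing – 140 s kinetic read after compound, 140 s after agonist · Detection – Fluo-8 intracellular calcium dye fluorescence, real-time kinetic reads · Control set – DMSO and EC80 PEA controls · Repeats – n of 1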
CHO parental Ca: counter-screen: ATP calcium response change in parental CHO cells. parental CHO-K1, ATP-induced calcium, Fluo-8 fluorescence. inhibition, % at 5.6 µM. 330,000 compounds, 0.63% hits. AID 463079;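 active = inhibition above that plate's mean sample inhibition plus 3 SD, cut at about 26% in these data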;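 also: 0% = ATP-challenged DMSO wells and 100% = DMSO wells without ATP; some compounds past the cut are filed as inactive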
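Measured by: calcium-sensitive Fluo-8 fluorescence / Test system: CHO parental line / Controls: ATP-challenged DMSO wells low, unchallenged DMSO wells high / Measure: % inhibition / Compound: single nominal dose of 5.6 µM per compound / Replicates: single well per compound, no replicates / Reagent: ATP as calcium-mobilizing challenge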
CHO-K1 Ca ag: counter-screen for M1 agonists: effect in parental CHO-K1 cells; 360,000 compounds, 0.48% hits; Fluo-8 calcium fluorescence; scaled to maximal ATP response, vehicle zero; activation, % at 3 µM; in the data active = activation above about 15%;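 also: untransfected CHO-K1 host cells lacking M1 receptor as counterscreen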
V1aR counter: activates human V1a receptor in oxytocin agonist counter-screen. 320,000 compounds, 0.25% hits. P37288. activation, % at 3 µM. CHO-V1R cells, Fluo-8 calcium fluorescence, agonist mode; 0% DMSO, 100% 3 nM vasopressin;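 active = activation above the mean activation of all tested compounds plus 3 SD, per screening run, cut at about 20% in these data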;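 also: signal is peak over basal fluorescence ratio across a 100 second FLIPR read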
Target sequence (P37288 whole entry, looked up): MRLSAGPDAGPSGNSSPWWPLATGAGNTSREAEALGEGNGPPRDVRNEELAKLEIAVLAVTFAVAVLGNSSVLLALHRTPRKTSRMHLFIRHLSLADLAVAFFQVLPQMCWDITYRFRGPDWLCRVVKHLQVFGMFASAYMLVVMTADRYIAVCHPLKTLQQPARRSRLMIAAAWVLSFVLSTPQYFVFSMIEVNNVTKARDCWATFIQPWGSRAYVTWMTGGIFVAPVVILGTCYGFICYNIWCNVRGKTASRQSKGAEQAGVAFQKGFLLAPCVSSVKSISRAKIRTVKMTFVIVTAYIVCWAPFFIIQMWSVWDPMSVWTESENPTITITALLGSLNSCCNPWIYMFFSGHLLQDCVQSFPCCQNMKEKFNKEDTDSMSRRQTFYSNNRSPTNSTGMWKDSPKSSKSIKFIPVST
GPR7 antag: blocks human GPR7 receptor signaling | P48145 | GPR7-expressing cells, fluorescence antagonist assay | 290,000 compounds, 1.1% hits | AID 1861 | inhibition, % at 4.4 µM; in the data active = inhibition above about 16%, passing the limit was not always enough;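 also: cells stimulated with the agonist NPW; 0% = agonist with vehicle and 100% = vehicle without agonist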
Target sequence (P48145 whole entry, looked up): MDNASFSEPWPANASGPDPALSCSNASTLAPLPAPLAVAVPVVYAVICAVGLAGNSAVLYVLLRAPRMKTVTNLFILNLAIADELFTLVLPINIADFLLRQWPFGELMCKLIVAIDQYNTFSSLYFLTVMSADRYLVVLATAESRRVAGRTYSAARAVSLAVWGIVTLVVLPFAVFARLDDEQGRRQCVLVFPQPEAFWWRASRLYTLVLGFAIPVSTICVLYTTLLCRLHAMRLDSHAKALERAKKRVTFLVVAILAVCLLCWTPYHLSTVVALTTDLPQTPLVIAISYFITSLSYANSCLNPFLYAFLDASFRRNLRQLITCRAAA
* hit, by the source's call; nt = no result given.

No.	molecule	OXTR potentiate	OXTR ag	CHO-K1 Ca antag	CHO-K1 Ca PAM	TAAR1 antagonist	CHO parental Ca	CHO-K1 Ca ag	V1aR counter	GPR7 antag
1	CCc1cc2c(=O)oc(-c3ccc(F)cc3)nc2s1	-1	-0.5	1	18	-16	-11	0.1	-0.3	0
2	CCC(NC(=O)C1CCCC1)c1ccc(C)cc1 (stereo unspecified)	-9	-2.5	-8	12	-1	-11	-0.3	-1.3	-15
3	Cc1ccc(Cl)cc1N1CCN(S(=O)(=O)c2ccc3c(c2)CC(=O)N3C)CC1	-21	0.7	-5	-16	1	-7	2.2	-0.8	0
4	COC(=O)c1c(S(N)(=O)=O)c2ccccc2n1C	0	0.6	-3	9	3	9	0.3	-0.4	3
5	CCOc1cc(C(=O)NCCN2C(=O)S/C(=C\c3cccnc3)C2=O)cc(OCC)c1OCC	-6	-2.0	3	9	24	-17	3.5	-1.4	-9
6	C#CCN1N=C(c2ccc(C)cc2)CSC1=O	5	-3.0	-4	6	3	-16	-0.7	-1.6	nt
7	CCOC(=O)c1cnn(-c2ccccn2)c1N	-10	-1.8	4	10	-14	-10	1.3	-1.0	-7
8	CN(CC(=O)Nc1ccc(Cl)c(C(F)(F)F)c1)C(=O)c1ccccc1SCC(=O)N1CCCC1	nt	nt	7	3	27	nt	-0.2	nt	nt
9	O=C(O)CSc1nnc(CSc2nc3ccccc3s2)n1-c1ccccc1	-15	0.8	-4	0	-6	-8	0.7	0.3	-10
10	Cc1ccc(S(=O)(=O)Nc2cc(C(=O)O)ccc2N2CCCCC2)cc1	-4	-0.1	0	8	-4	-13	0.2	-0.1	-8
11	Cc1ccc(NCCN(C)C)c2c(=O)c3cc(O)ccc3sc12	nt	nt	2	1	-8	nt	0.9	nt	nt
12	COc1cc(NC(=S)NCCN2CCOCC2)cc(OC)c1OC	-16	-2.0	-9	23	-8	-13	0.6	-0.3	-12
13	O=C(N1CCN(CCO)CC1)N1c2ccccc2CCc2ccccc21	-12	0.0	-10	18	-19	-12	0.5	-1.0	-16
14	COC(=O)C1=C(C(=O)OC)[C@@H]2N(C)c3ccc(OC)cc3[C@@]23C[C@@H](C(=O)OC)N(C(=O)c2cccs2)C3=N1	2	-0.5	-13	3	nt	-17	0.0	0.4	-4
15	COC(=O)CN(C(=S)Nc1ccc(F)cc1)C1CC(=O)N(c2ccc(OC)cc2)C1=O (stereo unspecified)	-9	3.7	-11	3	26	-19	3.9	0.8	-10
16	O=C(OC1CCOC1=O)c1ccc(-c2nc3ccccc3s2)s1 (stereo unspecified)	-10	-0.3	-8	11	6	-10	-0.2	0.0	13*
17	O=C(O)CN1C(=O)/C(=C/c2ccccc2Br)Oc2ccccc21	-4	-0.3	13	-6	-8	-2	0.2	-0.5	-4
18	CCc1nc2ccc(C(=O)NCc3ccc4c(c3)OCO4)cn2c1N(CC)CCN(C)C	nt	nt	2	4	-13	nt	-0.4	nt	nt
19	CCCNCc1cc(OCC)c(OCC(=O)Nc2ccccc2)cc1Br	-10	1.2	20	-14	21	-26	2.8	-0.2	2
20	CC(C)NC(=O)C1(C)CCN1C(=O)c1cccn1C (stereo unspecified)	nt	nt	3	8	13	nt	1.3	nt	nt
21	O=C(N/N=C/c1cc2c(cc1Br)OCO2)c1ccccn1	-7	-1.8	-7	12	-4	-30	-0.1	2.7	-3
22	CCC(=O)Nc1ccccc1Nc1cc(C#N)c(C#N)cc1[N+](=O)[O-]	0	0.8	-7	12	5	-20	0.2	0.4	nt
23	CCOC(=O)C1CCC(CNCc2ccc(Cl)cc2)CC1 (stereo unspecified)	0	-0.1	-14	27	21	-16	1.3	2.4	-3
24	COc1ccc2c(C)c(CCC(=O)NC3CC3)c(=O)oc2c1C	-11	18	-2	7	-8	20	7.8	9.3	-11
25	O=C(CSc1nnc2c3ccccc3c3ccccc3c2n1)Nc1ccccc1	4	1.4	nt	nt	nt	-8	nt	0.4	-12
26	C[C@@H]1CCCCO[C@H](CN(C)Cc2ccc3c(c2)OCO3)[C@H](C)CN([C@@H](C)CO)C(=O)c2cc(NC(=O)c3ccccc3)ccc2O1	nt	nt	8	4	-2	nt	-0.7	nt	nt
27	CCOc1ccc(NS(=O)(=O)c2cc(C(=O)NCCCN3CCOCC3)ccc2C)cc1	-6	0.2	-20	7	4	-23	-0.2	-0.4	nt
28	O=C(NN=Cc1cc(=O)[nH]c(=O)[nH]1)c1ccncc1	nt	nt	-4	17	-22	nt	2.7	nt	nt
29	COc1ccc(S(=O)(=O)Nc2cccc3c2O[C@H](CN(C)C(=O)Nc2ccccc2)[C@@H](C)CN([C@H](C)CO)C3=O)cc1	6	1.0	-15	8	5	-25	-0.3	-1.1	nt
30	CCCc1nc2ccccc2n1CCc1ccccc1	-15	-1.7	-6	13	0	-14	0.4	-0.5	5
31	c1ccc(C2Nc3ccccc3-c3nc4ccccc4n32)cc1 (stereo unspecified)	-3	-2.6	2	13	2	-11	0.1	0.0	-1
32	CCOc1cccc(OCCNC2CCCC2)c1	2	-0.2	-2	6	2	-8	0.0	0.5	61*
33	O=S(=O)(c1ccccc1)c1nc(-c2ccco2)oc1NCCCn1ccnc1	-6	-0.5	-14	13	24	-26	0.1	0.5	-1
34	CCn1ncc(Br)c1C(=O)Nc1ccc(C(C)C)cc1	-12	-0.7	4	-13	-2	-8	-1.8	-0.1	17
35	COc1cc(SC)ccc1C(=O)NNC(=O)c1cc(C)oc1C	2	0.2	-11	-15	-13	-9	0.3	1.1	nt
36	COc1ccc(C2=NO[C@@H]3[C@@H]4C[C@@H]([C@H]5C(=O)N(C)C(=O)[C@@H]45)[C@H]23)c(OC)c1	-8	-0.1	-5	15	-47	-14	0.2	-0.7	-15
37	COc1ccc(C(O)(c2ccccc2)C(C(=O)O)c2ccccc2)cc1 (stereo unspecified)	nt	nt	0	-6	3	nt	-0.4	nt	nt
38	CCOC(=O)CSCC(=O)Nc1nnc(-c2cccc([N+](=O)[O-])c2)s1	-5	-0.4	15	5	-8	-11	1.1	-0.2	-3
39	CCCNC(=O)Cn1nc(C)n2c(cc3cc(F)ccc32)c1=O	nt	nt	8	8	12	nt	14	nt	21
40	CN(c1ccc([N+](=O)[O-])cc1C(N)=O)C1CCCCC1	-3	-0.2	-9	8	8	-3	1.1	0.2	2
41	CN1CCN(S(=O)(=O)c2cccc(C(=O)NCCOc3ccccc3F)c2)CC1	-2	-2.2	-8	18	7	-13	0.9	-0.1	-7
42	CC(=O)NC1(NC(C)=O)CCN(C)CC1	-5	0.7	-22	16	-8	2	0.5	0.7	-11
43	CCC(NC(=O)Nc1cc(OC)c(OC)c(OC)c1)(C(F)(F)F)C(F)(F)F	5	0.1	-4	15	-1	3	0.7	0.6	-15
44	COc1ccc(C)cc1S(=O)(=O)N(CC(=O)Nc1cccc([N+](=O)[O-])c1)c1cc(C)cc(C)c1	-2	-0.7	-13	2	-2	-24	-0.2	0.9	-9
45	CCCCc1nnc(SCC(=O)Nc2nccs2)n1C	1	-0.5	-10	16	-16	8	2.1	-0.2	-6
46	CC(C)(C)NC(=O)C(c1ccc(F)cc1)N(Cc1ccco1)C(=O)Cn1nnc(-c2cccs2)n1 (stereo unspecified)	-13	-0.4	-6	18	16	-2	2.2	0.3	-1
47	CCOC(=O)C1=C(C)NC(=O)NC1c1ccc(OC(=O)c2ccco2)cc1 (stereo unspecified)	6	0.2	-2	16	13	-9	0.6	0.1	13
48	COc1ccc(CNC(=O)c2ccc(Cl)c(S(=O)(=O)N3CCOCC3)c2)cc1OC	-12	9.9	-1	-3	nt	4	12	7.4	nt
49	Cc1cc(C)n(C(=O)c2ccc(C)c(S(=O)(=O)N3CCCCC3)c2)n1	-2	-1.4	-11	20	-3	-20	0.3	-1.1	-6
50	CCCCCCCN1CCC(=O)N([C@H](CO)c2ccccc2)CC1	1	1.8	-11	14	-5	-6	1.1	0.2	3
51	CCOC(=O)C1=C(C)Nc2ccccc2N=C1NC(=O)C1CCN(C(=O)c2ccccc2C)CC1	3	0.6	-4	3	49*	-13	1.9	-0.6	nt
52	O=C(O)Cn1c2c(c3ccccc31)CSc1ccc(Cl)cc1-2	-1	-0.9	-13	0	-6	-7	0.3	-0.6	6
53	Cc1ccc(C(=O)N2CCN(Cc3ccc4c(c3)OCO4)CC2)o1	-4	0.5	-8	0	-2	2	0.0	1.1	-4
54	CCN(CC)C(=O)C1CC(=O)N(c2ccc(F)c(Cl)c2)C1 (stereo unspecified)	-2	0.1	-12	8	-23	-7	0.2	0.8	22*
55	O=C(CCC(=O)N1CCN(S(=O)(=O)c2cccc(F)c2)CC1)c1cccs1	1	0.5	-11	-1	-12	-7	1.1	0.1	-9
56	CN(C(=O)CSc1nnc(CN2CCCC2)n1Cc1ccccc1)c1ccccc1	1	-0.6	-6	8	-21	-13	8.4	0.5	nt
57	Cc1ccc(S(=O)(=O)Oc2ccc(/C=C3\N=C(c4cccc(C)c4)OC3=O)cc2)cc1	2	1.1	-9	16	22	0	0.1	1.0	-5
58	CCOc1ccccc1NC(=O)C1CCN(C(=O)C2CC(=O)N(c3ccc(C)cc3)C2)CC1 (stereo unspecified)	2	-0.5	-12	5	-8	-1	-0.3	0.1	-6
59	CCOC(=O)/C=C1/SCC(=O)N1CCOc1cccc(Br)c1	nt	nt	-8	1	-16	nt	-0.2	nt	nt
60	COc1ccc(NC(=O)C2CCCN(S(C)(=O)=O)C2)cc1Cl (stereo unspecified)	-8	0.4	-1	-12	9	-6	-0.2	0.3	-2

(list continues)
No.	molecule	OXTR potentiate	OXTR ag	CHO-K1 Ca antag	CHO-K1 Ca PAM	TAAR1 antagonist	CHO parental Ca	CHO-K1 Ca ag	V1aR counter	GPR7 antag
61	Cc1ccc(S(=O)(=O)N2CCC(C(=O)Nc3ccc(S(=O)(=O)N4CCCC4)cc3)CC2)cc1C	-13	-1.0	5	12	14	3	1.0	-0.3	nt
62	CN(C)/C=N/c1c(C#N)cnn1-c1nc2ccccc2s1	-5	-1.0	-11	21	-7	-9	0.5	-0.8	-10
63	CC1(C)CC(=O)C2=C(C1)Nc1ncnn1C2c1cccs1 (stereo unspecified)	-5	0.9	3	-7	-9	4	0.0	0.1	-9
64	OCCNC(=S)NCCc1ccccc1	-16	-0.8	10	-5	-11	-10	1.0	-0.1	-9
65	COC(=O)c1ccc(CN(c2ccccc2OC)S(=O)(=O)c2cccs2)o1	-9	-1.3	-3	18	7	-3	0.9	-0.8	14
66	COc1ccc([C@H]2[C@H]3C=CC[C@@H](C)[C@@H]3C(=O)N2Cc2ccccc2)cc1Cl	-6	-1.4	-3	3	12	-26	-0.8	0.7	nt
